# Wnt bcat act: Wnt/beta-catenin pathway activation; actives 1.2% (n = 300,000); Wnt/beta-catenin reporter cell assay, activator, plate reader; activation, % at 9.35 µM; in the data active = activation above about 30%, passing the limit was not always enough;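 note: 0% = neutral control wells and 100% = positive control wells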
# cardiac RTF act: increases calcium sensitivity of human cardiac regulated thin filaments | IANBD-labeled TnC RTF fluorescence at EC20 calcium; 0% EC20 calcium, 100% full calcium | activation, % at 7.2 µM | actives 0.24% (n = 340,000) | AID 493008;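 active = activation above the mean over all tested compounds plus 3 SD, cut at about 30% in these data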;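 note: rise in fluorescence read as greater calcium sensitivity of cardiac thin filaments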
# Rtt109 HAT inh: blocks Candida albicans Rtt109/Vps75 acetyltransferase activity; Q5AAJ8; purified Rtt109/Vps75, ThioGlo CoA-SH fluorescence, 4 h; inhibition, % at 34.9 µM; actives 0.16% (n = 330,000); AID 540336;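 active = inhibition of at least 50% in every replicate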
# MITF TRPM1 HTS: MITF TRPM1 promoter activation in melanoma cells; SK-MEL-5 TRPM1-promoter luciferase, 24 h; % of positive control, neutral wells = 0; activation, % at 12.5 µM; actives 0.75% (n = 300,000); AID 588334;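 active = mean activation of at least 80% with every replicate also reaching 80%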;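 note: 0% = neutral control wells and 100% = parthenolide positive control wells; values of inactives mirror those of a sister screen read the other way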
# CDK5 p35 inh: blocks human CDK5/p35 kinase activity | actives 0.01% (n = 330,000) | Q00535+Q15078 | AID 488839 | inhibition, % at 10 µM | Recombinant CDK5/p35, ADP-Glo luminescence, 60 min;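 active = highest replicate inhibition of at least 50% and at least 75% of replicates reaching 50%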;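 note: plate controls were DMSO neutral control for no effect and GW8510 at 10 µM for full effect; many of its hits are not listed in these tables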
# Target sequence (Q00535 whole entry, looked up): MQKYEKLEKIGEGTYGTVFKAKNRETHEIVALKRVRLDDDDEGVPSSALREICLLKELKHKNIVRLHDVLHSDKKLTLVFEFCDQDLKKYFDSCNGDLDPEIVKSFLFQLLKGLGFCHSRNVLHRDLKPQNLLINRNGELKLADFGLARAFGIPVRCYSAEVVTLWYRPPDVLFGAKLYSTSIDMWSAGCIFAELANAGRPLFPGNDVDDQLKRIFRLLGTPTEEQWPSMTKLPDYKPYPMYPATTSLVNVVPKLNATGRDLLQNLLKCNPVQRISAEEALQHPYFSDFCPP
# Target sequence (Q15078 whole entry, looked up): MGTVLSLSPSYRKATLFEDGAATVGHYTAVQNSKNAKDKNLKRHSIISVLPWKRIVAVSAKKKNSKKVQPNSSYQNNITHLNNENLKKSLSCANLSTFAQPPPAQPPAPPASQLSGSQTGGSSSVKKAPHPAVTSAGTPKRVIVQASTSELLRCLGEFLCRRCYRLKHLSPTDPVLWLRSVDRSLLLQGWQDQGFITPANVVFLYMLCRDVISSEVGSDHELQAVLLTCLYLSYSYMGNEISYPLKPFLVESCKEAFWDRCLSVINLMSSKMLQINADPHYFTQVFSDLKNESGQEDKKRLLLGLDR
# CAL PDZ FP-1: blocks peptide binding to the human CAL PDZ domain. Q9HD26. purified CAL PDZ, TMR-peptide fluorescence polarization, 1 h. inhibition, % at 24.9 µM. actives 0.92% (n = 300,000). AID 602252;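 active = mean inhibition of at least 30% with at least half of replicates also reaching 30%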;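 note: 0% = DMSO neutral control and 100% = excess unlabeled competitor peptide PRC23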
# CAL PDZ FP-2: human CAL PDZ-peptide interaction inhibition. AID 504414. Q9HD26. purified CAL PDZ, TMR-peptide fluorescence polarization, 1 h. inhibition, % at 20 µM. actives 0.02% (n = 330,000);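 active = highest replicate inhibition of at least 40%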;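 note: plate controls were DMSO neutral control wells for no effect and unlabeled competitor peptide control wells for full effect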
#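 Material: tagged CAL PDZ domain; buffer or medium: 25 mM sodium phosphate pH 7.4, 150 mM NaCl, TCEP, IgG, Thesit; compound dosing: single point, 20 µM; schedule: 1 h incubation at room temperature before polarization reading; measured by: FP readout, S and P plane fluorescence; read-out basis: percent inhibition from loss of millipolarization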
# Tat transport: blocks Tat-dependent protein export in E. coli; actives 0.036% (n = 340,000); AID 488895; E. coli MC4100 TorA-mCherry Tat export, fluorescence; inhibition, % at 10 µM;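 active = mean replicate inhibition at least 50% and at least half of replicates individually reaching 50%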;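 note: exported cargo escapes ClpAP degradation while cytoplasmic cargo is degraded and loses fluorescence; 0% = median of neutral control wells and 100% = median of NaSCN control wells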
# dFosB activator: enhances mouse delta FosB homodimer DNA binding; actives 0.99% (n = 340,000); purified delta FosB, TAMRA-CDK5 oligo fluorescence polarization; percent of positive-control signal above neutral wells; activation, % at 25 µM; AID 493131; P13346;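 active = mean activation above about 17%, with every replicate also reaching it, limit read from the data, passing the limit was not always enough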;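 note: fluorescence polarization rise as delta FosB binds a TAMRA Cdk5 AP-1 oligo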
# Target sequence (P13346 whole entry, looked up): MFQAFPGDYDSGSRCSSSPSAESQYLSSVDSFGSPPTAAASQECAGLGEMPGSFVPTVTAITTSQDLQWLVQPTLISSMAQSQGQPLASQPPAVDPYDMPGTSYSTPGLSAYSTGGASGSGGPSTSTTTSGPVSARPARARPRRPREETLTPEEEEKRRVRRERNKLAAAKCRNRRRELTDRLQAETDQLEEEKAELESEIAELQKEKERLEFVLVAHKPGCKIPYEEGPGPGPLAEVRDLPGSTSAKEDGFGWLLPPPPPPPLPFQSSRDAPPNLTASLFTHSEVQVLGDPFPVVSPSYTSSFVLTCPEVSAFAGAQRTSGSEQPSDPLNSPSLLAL
# V-ATPase pHluor: alters yeast V-ATPase proton transport; response, % at 10 µM; actives 0.37% (n = 350,000); AID 504577; S. cerevisiae, pHLuorin cytosolic pH fluorescence; in the data active = response mostly above about 7.3%, no sharp cut-off; inactive = mostly below about 5.4%; note: actives read high; inactives centre near 0; some compounds called inactive have numbers as strong as hits; reference of the scale not given here
# * marks the source's active call; other numbers are inactive results; · = no result given.
SMILES,Wnt bcat act,cardiac RTF act,Rtt109 HAT inh,MITF TRPM1 HTS,CDK5 p35 inh,CAL PDZ FP-1,CAL PDZ FP-2,Tat transport,dFosB activator,V-ATPase pHluor
Cc1ccc(CN2CCNC(=O)C2CC(=O)NCCCn2ncc3ccccc32)o1 (stereo unspecified),-1,4,-4,12,0.5,3,-14,-2,-6,5
CN(C)C(=O)CSc1nnc2sc3ccccc3n12,-3,0,-1,12,0.4,-3,·,-3,-6,1
CCCNS(=O)(=O)c1ccc(OCC(=O)Nc2ccccc2F)cc1,-5,5,-2,·,-1.0,5,·,4,-1,3
O=C1CCCCC1Sc1nnc(Cc2cccs2)n1CCc1ccccc1 (stereo unspecified),-8,5,8,·,-1.7,-2,-2.4,3,-16,-4
O=C(Nc1ccccc1)C(=O)c1cn(CC(=O)N2CCCCC2)c2ccccc12,4,6,0,20,-2.3,-4,-1.9,-2,-5,2
O=C(O)CCS(=O)(=O)Cc1cccc(Cl)c1,-3,2,-4,1,0.2,·,1.3,-4,3,-2
O=C(N1CCCCC1)C12CC3CC(C1)CC(C(=O)N1CCCCC1)(C3)C2,·,-2,-1,13,-0.2,·,-0.5,13,-3,-8
COc1ccc(CNCCC(c2ccc(OC(C)C)cc2)c2ccccc2OC)cc1OC (stereo unspecified),-6,0,-1,·,-0.6,-1,-2.5,6,2,-4
O=C(Nc1cccc(S(=O)(=O)NC2=NCCC2)c1)c1c(F)cccc1Cl,0,-2,1,1,3.3,-2,-0.8,-1,1,2
C/C(=N/NC(=O)c1ccccc1)c1ccc(NC(=O)C(F)(F)F)cc1,·,3,0,14,1.4,-1,-1.9,-6,5,0
CCOC(=O)N1CCN(c2cc(N(C)CCO)c([N+](=O)[O-])c3nonc23)CC1,·,1,6,0,-2.4,-1,-1.5,-1,-5,3
COc1ccccc1-n1nc(C(=O)O)c2ccccc2c1=O,·,5,23,-4,2.3,-5,-2.1,2,5,-1
CC(C)Oc1ccc(C2CNC(=O)C2)cc1 (stereo unspecified),-2,0,3,1,2.3,·,-1.7,-5,-7,2
CC(C)[C@H](NC(=O)[C@H]1N2C(=O)c3ccccc3C2SC1(C)C)C(=O)NCc1ccco1 (stereo partly specified),4,0,8,-9,0.3,·,0.1,2,-9,-2
CCc1noc(C)c1C(=O)NCCc1ccc(Cl)cc1,0,-5,8,2,-0.5,-5,-3.0,1,4,3
O=C(CN1C(=O)/C(=C/c2ccccc2F)Sc2ccccc21)N1CCN(c2ccccn2)CC1,-4,3,5,-11,1.6,-2,-2.6,1,-2,2
COc1cc(-c2noc(CCC(=O)Nc3cccnc3)n2)cc(OC)c1OC,·,1,4,-6,-3.9,-5,-0.7,-2,0,-1
COc1cccc(-c2nnn(CCc3nn[nH]n3)n2)c1,1,-2,11,-6,-1.8,-6,-0.1,1,-5,0
CNC(=O)CS(=O)(=O)CC(=O)Nc1cc(OC(C)C)c(Cl)cc1Cl,-1,4,2,-8,-0.8,1,-0.7,1,-1,1
CSc1ccc(C(c2c(C)[nH][nH]c2=O)c2c(C)[nH][nH]c2=O)cc1,-1,-7,6,·,1.3,·,-0.5,-6,-4,-2
CNC(=S)Nc1cc2oc3ccccc3c2cc1OC,4,-5,12,2,-1.0,·,0.1,9,2,-1
COC(=O)Nc1ccc(C)cc1NC(=O)OC,·,-2,11,0,-0.5,-2,-0.5,4,-4,-1
COc1ccc(CCNC(=O)CCC(=O)N2CC(C)Oc3ccc(Cl)cc32)cc1OC (stereo unspecified),-4,4,-1,·,-0.3,·,-0.4,5,-2,8
O=C(CN1CCOCC1)N/N=C/c1cc2ccccc2nc1Cl,·,2,1,18,-0.1,-1,-0.1,-5,-19,6
Cc1nn(-c2ccc(F)cc2)c(Cl)c1/C=N/NC(=O)c1ccc(O)cc1,0,3,·,-5,-0.1,-1,-2.4,11,-13,3
O=C(NC1CCCCCC1)C1CCN(C(=O)c2cccc(Cl)c2)CC1,0,-7,2,4,1.1,-1,-0.7,-7,-3,-8
CN1CCN(c2nc(-c3ccncc3)nc3ccccc23)CC1,·,-5,-9,4,-1.0,10,-1.0,-6,-24,-4
CC12COC3(C(=O)Nc4ccc5ccccc5c4)CC1CCC32C (stereo unspecified),7,1,-4,32,0.7,-4,-2.3,2,-10,-1
Cc1ccc(NC(=O)C(C)OC(=O)C2CC3CCCC(C2)C3=O)cc1S(=O)(=O)N1CCOCC1 (stereo unspecified),-2,-5,-4,-2,-1.6,-3,-1.4,5,-15,4
C(#CC1CCCCC1)c1ccc2c(c1)COc1c3ccccc3nn1-2,35*,-1,-3,·,-1.0,-2,0.0,-10,-4,4
CC(C)c1ccc(NC(=S)NN2C(C)CCCC2C)cc1 (stereo unspecified),-1,·,25,-1,0.0,1,-1.3,-1,-2,0
Cc1cc2c(cc1S(=O)(=O)C(C)CC(=O)NCc1ccco1)OCC(=O)N2 (stereo unspecified),-2,-3,-4,-8,0.9,-2,-1.4,-7,-1,-4
CC(C)C(C)(C#N)NC(=O)CSc1nnc(C(F)(F)F)n1C (stereo unspecified),·,7,7,14,1.2,1,-1.6,-8,2,-3
CN1CCN(CCc2nc3cc(NC(=O)COc4ccccc4)ccc3n2C)CC1,-5,14,-2,·,-2.4,-3,·,11,-6,-1
O=C(CN1CCN(Cc2ccccc2)CC1)Nc1ccccc1-c1ccccc1,-2,0,14,-7,-2.6,-6,-2.7,4,-21,9
O=C(CCc1ccccc1)NNC(=S)NCCc1ccccc1,6,-1,2,-8,-0.4,-3,1.7,0,1,-1
C[C@H](NS(=O)(=O)c1ccc(F)cc1)C(=O)OCC(=O)c1c(N)n(C)c(=O)n(C)c1=O,-1,2,5,3,0.1,·,-1.1,4,2,2
CCc1ccc2[nH]c(=O)c(C(c3nnnn3Cc3ccccc3)N3CCOCC3)cc2c1 (stereo unspecified),·,-1,10,-8,2.1,3,-0.2,8,-7,10
COc1cc(NC(=O)CNC(=O)Cn2c(C)cc3ccccc3c2=O)cc(OC)c1OC,0,8,-3,0,1.0,2,-1.3,-7,-6,4
COc1c(C)cc(C(=O)C2CCCN(C(=O)c3cc(C)on3)C2)cc1C (stereo unspecified),0,-3,-1,10,1.5,-10,-0.6,-6,-2,0
Cc1c(Cl)cccc1NC(=S)NCc1ccc(Cl)cc1,-7,1,-3,-10,-0.8,-1,-1.5,2,4,4
O=C1CN(C(=O)COC(=O)c2cnc(Cl)c(Cl)c2)c2ccccc2N1,0,3,12,-3,-1.9,-3,-4.3,-2,8,-1
[O-]/C(=C(\C(=S)Nc1ccc(SC(F)F)cc1)[n+]1cccc(CO)c1)c1ccc(Cl)s1,3,7,-6,1,0.0,-5,-2.5,7,-7,1
COC(=O)C1(Cc2ccc(O)c(CC3OC3(C)C)c2)OC(=O)C(O)=C1c1ccc(O)cc1 (stereo unspecified),0,2,6,·,1.8,6,-0.3,-9,-9,1
CCOC(=O)C1=NOC2C3CC(C12)C1C(=O)N(CCc2ccc(OC)c(OC)c2)C(=O)C31 (stereo unspecified),0,-4,-5,10,-0.7,-8,-1.0,-3,-5,0
Cc1ccc(NC(=O)C2CC2c2ccccc2)c([N+](=O)[O-])c1 (stereo unspecified),1,3,0,·,0.6,·,-0.8,-2,-4,2
CCN(CC)CCCNc1ncnc2scc(-c3ccc(F)cc3)c12,1,-5,-13,-3,1.8,-1,-1.3,7,-10,5
Cc1onc(-c2c(F)cccc2Cl)c1C(=O)OCN1C(=O)c2ccccc2C1=O,·,1,2,-3,-1.6,-3,-1.2,4,-1,0
CCc1ccc(NC(=O)CSc2nnc(Cn3c(=O)sc4ccccc43)n2C)cc1,-1,-1,-7,·,0.1,·,0.0,-19,-6,2
COc1ccc(S(=O)(=O)NCc2ccccc2Cl)cc1OC,·,1,5,-3,0.7,1,0.0,2,-6,4

# The list continues:
SMILES,Wnt bcat act,cardiac RTF act,Rtt109 HAT inh,MITF TRPM1 HTS,CDK5 p35 inh,CAL PDZ FP-1,CAL PDZ FP-2,Tat transport,dFosB activator,V-ATPase pHluor
O=C(COC(=O)CNC(=O)C1CCCCC1)NCc1ccc(Cl)cc1,0,5,-3,4,0.4,-4,0.8,-6,0,4
COC(=O)c1ccc(Cl)c(NC(=O)NC23CC4CC(CC(C4)C2)C3)c1,0,0,-15,-1,-2.7,-7,-0.6,5,-1,2
CC1(c2ccccc2)NC(=O)N(CC(=O)Nc2cc(Cl)ccc2N2CCOCC2)C1=O (stereo unspecified),-2,1,-2,4,1.8,0,-0.9,2,-4,-1
Cc1ccc(C)c(C(C)NC(=O)C2CC=CCC2C(=O)O)c1 (stereo unspecified),2,-5,4,2,-7.5,·,0.0,18,1,-1
CCCS(=O)(=O)NCc1cn2c(C)csc2n1,23,1,-7,36,0.3,·,-0.9,-5,-1,-1
CCC(=O)Oc1ccc2c(C)cc(=O)oc2c1C(=O)c1ccccc1,-3,-6,1,-4,-0.6,-3,-4.0,-8,-12,3
CC(C)C(=O)Nc1ccc(C(=O)NNC(=S)NC(=O)c2cccs2)cc1,3,0,3,-6,0.1,-5,-0.1,-5,-3,-1
COc1ccc(OCCSc2nc3nc(C)cc(C)n3n2)cc1,1,0,0,12,-1.1,1,7.7,1,1,0
Cc1ccc(OCC(=O)Nc2c(C)nn(-c3ccccc3)c2C)c(Br)c1,-3,-5,3,-1,-3.0,-24,-1.7,6,-1,2
Cc1ccc(NC(=O)CN2CCCC2c2cccn2C)cc1C (stereo unspecified),-5,-4,0,2,2.9,-6,-0.7,-8,0,1
CCOc1ccc(N(CC(=O)NCCSCc2ccc(C)cc2)S(C)(=O)=O)cc1,-1,-6,5,·,-0.5,-3,-0.4,6,-4,-3
Cc1ccc2c(c1)N(C(=O)CCC(=O)NCc1cccc(F)c1)CCO2,-1,2,-6,·,0.9,·,-0.1,-5,-2,-1
CCn1cc(C(=O)N[C@@H](C)C(=O)NCCO)c(=O)c2cc3c(cc21)OCO3,2,1,7,-8,0.3,-3,-0.2,-5,-5,0
COc1cc(C(=O)OCC(=O)NC(=O)NCc2ccccc2)ccc1OC(F)F,-1,6,14,·,-0.1,-1,-0.3,-10,-8,-3
Cc1ccccc1OCc1nc2ccccc2[nH]1,15,4,-5,74,0.5,41*,-0.9,-3,-6,1
Cc1ccc(NC(=O)c2ccc(Br)o2)cc1S(=O)(=O)N(C)C,23,-8,-3,34,3.4,-3,-2.0,3,-15,-3

# Full records as entered above. Order of screens: Wnt bcat act, cardiac RTF act, Rtt109 HAT inh, MITF TRPM1 HTS, CDK5 p35 inh, CAL PDZ FP-1, CAL PDZ FP-2, Tat transport, dFosB activator, V-ATPase pHluor
# Cc1ccccc1OCc1nc2ccccc2[nH]1 across the screens: 15, 4, -5, 74, 0.5, 41*, -0.9, -3, -6, 1
# CCOc1ccc(N(CC(=O)NCCSCc2ccc(C)cc2)S(C)(=O)=O)cc1 across the screens: -1, -6, 5, ·, -0.5, -3, -0.4, 6, -4, -3
# Cc1ccc2c(c1)N(C(=O)CCC(=O)NCc1cccc(F)c1)CCO2 across the screens: -1, 2, -6, ·, 0.9, ·, -0.1, -5, -2, -1
